High-throughput results (PubChem)
ER stress rescue – rescue of cells from ER stress-induced death, primary screen, 384-well, CSM14.1, thapsigargin, ATP luminescence (AID 1222); CSM14.1 thapsigargin-induced death rescue, ATP luminescence; higher % means a stronger effect; cellular ATP content (survival), % at 20 µM; hits with a dose series show EC50 in µM; 190,000 tested, under 10 active;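 active = EC50 below 50 µM in the dose-response confirmation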;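 note: death triggered by thapsigargin at about 15 µM added after 2 h compound pretreatment; cell ATP read after overnight thapsigargin exposure of roughly 18 to 22 hours; normalized against plate controls of thapsigargin alone and 5% DMSO vehicle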
LYP phosphatase – inhibitors of LYP phosphatase, biochemical, fluorescence intensity, uHTS (AID 1779) | Tyrosine-protein phosphatase non-receptor type 22 (Homo sapiens) | recombinant LYP phosphatase, fluorescence intensity; higher % means a stronger effect | inhibition, % at 11.5 µM; hits with a dose series show IC50 in µM | actives 0.054% (n = 290,000);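 note: plate controls were vehicle with enzyme for no effect and no enzyme for full effect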
HEK293 NOD2/NF-kB – NOD2 signaling inhibitors, cell-based, luminescence, uHTS, HEK293 (AID 1566); HEK293 NOD2/NF-kB luciferase reporter, luminescence; higher % means a stronger effect; one-dose inhibition, % at 4 µM; EC50 in µM for titrated hits; actives 0.63% (n = 290,000); note: many of its hits are not listed in these tables
AID2073 – inhibitors of Mint1-CaV2.2 protein interaction, biochemical, HTRF (AID 2073); HTRF protein-protein interaction, Mint1-CaV2.2; higher % means a stronger effect; one-dose inhibition, % at 20 µM; IC50 in µM for titrated hits; actives 0.19% (n = 290,000); in the data active = inhibition mostly above about 51%, no sharp cut-off; note: some results filed as inactive read as strong as hits
Hep lipid drop – inhibitors of hepatocyte lipid droplet formation, primary screen, imaging, high-throughput imaging, BODIPY stain | inhibition, % at 6.5 µM | AML12 mouse hepatocytes, oleate lipid droplets | actives 0.4% (n = 240,000);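 active = lipid droplet intensity inhibited by at least 50%, with more than 500 cells counted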
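Test system: AML12 hepatocytes (mouse); reagent: oleate loading, 100 µM; dosing: one dose, 6.5 µM compound; incubation: overnight exposure; signal: fluorescence imaging, 20x objective, two fields per well; read-out basis: % inhibition of corrected integrated BODIPY droplet signal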
M17LAP inhibition – P. falciparum M17LAP inhibitors, primary screen, biochemical, fluorogenic H-Leu-NHMec substrate, 1536-well (AID 1619); recombinant M17LAP, H-Leu-NHMec fluorogenic kinetic assay; higher % means a stronger effect; inhibition, % at 30 µM; hits with a dose series show IC50 in µM; actives 0.38% (n = 220,000);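 active = compound inhibiting the enzyme by more than half at any dose during confirmatory dose-response retesting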;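 note: plate controls were full reaction with DMSO carrier for no effect and no enzyme background for full effect; strong numbers were not always called active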
XIAP antagonists – XIAP antagonists, biochemical, IAP family, fluorescence polarization (AID 1018) | E3 ubiquitin-protein ligase XIAP (Homo sapiens) | displacement, % at 20 µM, or IC50 in µM where a hit was titrated | XIAP BIR domain, fluorescence polarization peptide displacement; higher % means a stronger effect | actives 0.007% (n = 200,000); in the data active = displacement above about 50%; note: a part of the inactive calls stands beside numbers as strong as those of hits
P. falciparum M1AAP – P. falciparum M1AAP inhibitors, biochemical, fluorogenic H-Leu-NHMec substrate, 1536-well (AID 1445); Aminopeptidase N (Plasmodium falciparum (isolate 3D7)); recombinant M1AAP, H-Leu-NHMec fluorogenic kinetic assay; higher % means a stronger effect; inhibition, % at 30 µM; hits with a dose series show IC50 in µM; actives 0.42% (n = 220,000);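 active = primary inhibition above the hit cutoff, then over 50% inhibition at one or more dose response concentrations, cut at about 23% in these data, passing the limit was not always enough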;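 note: plate controls were DMSO full reaction for no effect and no enzyme background for full effect; strong numbers were not always called active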
Siah-1 displacement – Siah-1 peptide-binding antagonists, primary screen, biochemical, fluorescence polarization, rhodamine-plectin, uHTS (AID 1817); actives 0.02% (n = 290,000); E3 ubiquitin-protein ligase SIAH1 (Homo sapiens); one-dose displacement, % at 20 µM; IC50 in µM for titrated hits; Siah-1 / rhodamine-plectin peptide fluorescence polarization; higher % means a stronger effect;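 active = displacement of at least 50% at 20 µM, with a fluorescence ratio check between 0.3 and a set limit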;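 note: plate controls were Siah plus tracer with DMSO for no effect and tracer alone without Siah for full effect; strong numbers were not always called active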
Hep lipid drop cells 6.5 µM – second read-out of Hep lipid drop, no call of its own (marks repeat the call); cell count; measured here: cell count, cytotoxicity flag;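 cells counted across two imaged fields per well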
Starred values were filed as active, the others as inactive; i = inactive; · = not tested or not shown. Cut-off read from the data, not from the text of the source, unless noted: active = inhibition above about 50%; inactive = the rest.

Second line of a record: M17LAP inhibition	ER stress rescue	P. falciparum M1AAP	Siah-1 displacement	LYP phosphatase	HEK293 NOD2/NF-kB	XIAP antagonists	AID2073	Hep lipid drop cells 6.5 µM	Hep lipid drop
> Cc1ccsc1C(=O)C1CCCN(Cc2cccn2-c2ccccn2)C1 (stereo not drawn)
    5.2%	-3.2%	2.3%	9.3%	-7.1%	6.5%	2.7%	-4.3%	705	-31.8
> CCOC(=O)c1c(C)n(Cc2ccco2)c2c1cc(O)c1ccccc12
    -3.6%	-2.5%	6.5%	-1.3%	-2.4%	-11.0%	1.2%	14.6%	715	-16.4
> CN1CCCC(C(=O)c2ccc(Cl)cc2)C1 (stereo not drawn)
    ·	-1.3%	·	12.7%	-6.1%	16.1%	2.8%	2.7%	676	7.8
> O=[N+]([O-])c1ccc(N2CCNCC2)c2ncccc12
    5.3%	-1.0%	7.0%	6.1%	-5.8%	9.1%	-5.5%	1.8%	664	-3.1
> CN1CCN(c2nccc3c2ncn3C)CC1
    4.0%	0.2%	7.8%	0.7%	-6.9%	-5.9%	-2.2%	4.4%	·	·
> COc1ccccc1C1C([N+](=O)[O-])=C(N)Oc2c1c(=O)oc1ccccc21 (stereo not drawn)
    2.6%	·	-2.3%	-3.0%	-1.7%	9.9%	·	-1.1%	688	-24.0
> Cc1cc(Oc2ccc(C(F)(F)F)cc2[N+](=O)[O-])c2c3c(c(=O)oc2c1)CCCC3
    0.7%	1.0%	7.9%	8.3%	1.9%	3.7%	-0.2%	10.6%	559	1.1
> C[N+]1(C)C2CCC1CC(OC(=O)C(CO)c1ccccc1)C2 (stereo not drawn)
    -2.3%	-0.9%	14.4%	4.1%	-7.5%	17.3%	-2.8%	-9.9%	748	-1.6
> Cc1ccc(S(=O)(=O)N2CCCCC2)cc1NC(=O)CN1CC=C(c2ccccc2)CC1
    -1.7%	0.5%	5.0%	-6.6%	2.3%	-10.5%	-3.2%	-0.3%	643	-38.8
> O=C(c1ccc(Cl)cc1)C1CCCN(Cc2ccc3c(c2)OCCO3)C1 (stereo not drawn)
    6.7%	0.1%	8.6%	-0.8%	-7.1%	-5.7%	-8.7%	-13.2%	531	-10.6
> CCOc1cc(CNCCc2c[nH]c3ccccc23)cc(Cl)c1OCC
    1.8%	-6.1%	5.1%	-0.9%	-5.0%	2.4%	-0.2%	-5.4%	488	2.3
> CCOC(=O)C1(CCc2ccccc2)CCN(CC(O)CO)CC1 (stereo not drawn)
    ·	·	·	-2.7%	-8.1%	-41.8%	·	12.8%	859	-31.7
> CCCN1CCCC(C(=O)c2cc(C)c(OC)c(C)c2)C1 (stereo not drawn)
    ·	·	·	-3.2%	-4.6%	1.5%	·	9.2%	837	-1.0
> COc1ccc(OCC(=O)N2CCN(Cc3ccc4c(c3)OCO4)CC2)cc1
    7.2%	0.7%	4.5%	16.1%	-11.1%	5.6%	-3.4%	-14.4%	713	-4.8
> O=C(C(=O)N1CCOCC1)c1cn(Cc2ccccc2Cl)c2ccccc12
    1.7%	1.9%	5.9%	-9.2%	-4.1%	13.7%	-14.6%	-6.2%	676	20.6
> CC(=O)N1N=C2C3CCN(CC3)C2C1c1ccc(C)cc1 (stereo not drawn)
    2.5%	-3.5%	7.0%	-0.5%	-8.2%	7.4%	-13.9%	-2.7%	732	-1.3
> COc1cccc(C(=O)N2C[C@H]3C[C@@H](C2)c2cccc(=O)n2C3)c1
    ·	·	·	-5.2%	-12.1%	16.2%	·	-8.9%	827	-3.5
> Cc1ccc(C2(O)CC(C)N(C)CC2C)cc1 (stereo not drawn)
    0.5%	0.7%	-2.2%	2.1%	-0.9%	-7.4%	-3.1%	-10.7%	·	·
> CCn1c(O)c(C=Nc2ccc(N3CCOCC3)cc2)c(=O)n(CC)c1=S
    -3.0%	-1.1%	8.3%	i	1.7%	22.7%	60.0%	19.8%	·	·
> NS(=O)(=O)OC(CCc1ccccc1)C(Cl)(Cl)Cl (stereo not drawn)
    ·	·	·	3.6%	-12.7%	-13.1%	·	-3.5%	·	·
> O=C(CN1CC=C(c2ccccc2)CC1)NC(=O)NCc1ccco1
    4.7%	2.0%	5.0%	0.2%	-1.9%	-11.8%	-8.6%	22.7%	·	·
> Cc1cc(OCC(=O)NCc2cccnc2)c2c3c(c(=O)oc2c1)CCCC3
    ·	·	·	-0.3%	-10.0%	13.9%	·	6.4%	707	-16.0
> N#CCCn1cc(C(=O)NCc2ccccc2)c(-c2ccccc2)n1
    2.9%	1.8%	4.4%	-1.0%	-5.6%	-11.8%	-2.1%	-1.1%	690	9.4
> CN1CCc2nc(SCC(=O)OC(C)(C)C)c(C#N)cc2C1
    10.3%	-2.5%	9.6%	-4.1%	-11.0%	-17.0%	-1.5%	15.3%	·	·
> Fc1ccc(NC2=NCCS2)cc1Cl
    -10.2%	-4.1%	1.6%	3.2%	-9.2%	8.7%	-3.8%	11.3%	593	3.9
> c1ccc2c(CN3CCN(C4CCCCC4)CC3)c[nH]c2c1
    -5.7%	-4.2%	-8.7%	-0.6%	-7.4%	-17.8%	-11.9%	5.1%	·	·
> CC(Cc1ccccc1)NCC(=O)Nc1cc(N(C)C)nc2ccccc12 (stereo not drawn)
    3.3%	·	9.2%	2.7%	-5.6%	24.5%	·	19.6%	647	-21.4
> CCC(=O)c1cn(Cc2ccc(C#N)cc2)c2ccccc12
    -12.9%	6.1%	-2.8%	3.9%	-7.8%	5.3%	-4.9%	-2.9%	790	-1.1
> CCCCCCOc1ccc(CN2CCN(CCO)CC2)cc1
    0.7%	1.0%	7.5%	0.4%	5.9%	-25.7%	-1.9%	8.9%	725	-11.4
> CCOP(=O)(C#Cc1ccccc1)C(O)c1ccc(Br)cc1 (stereo not drawn)
    -1.9%	·	1.5%	11.0%	-1.0%	9.5%	·	9.9%	678	-14.0
> COc1cc(CN=C(C)c2c(O)n(C)c(=O)n(C)c2=O)cc(OC)c1
    1.2%	·	6.2%	7.0%	-3.5%	10.9%	·	14.6%	670	-2.8
> C#C[C@]1(O)CCC2C3CCC4=C/C(=N/OCC(=O)NC(C)C(=O)NC(CCSC)C(=O)O)CC[C@]4(C)C3CC[C@@]21C (stereo partly drawn)
    ·	·	·	-4.2%	-4.7%	-15.8%	·	6.5%	807	-25.6
> CNC(=O)N(C)c1nnc(C(C)(C)C)s1
    13.9%	-2.7%	1.4%	-5.4%	3.0%	-1.0%	-5.1%	2.6%	748	14.4
> O=C(CSC1c2ccccc2-c2ccccc21)N/N=C/c1ccccc1C(=O)O
    13.3%	0.9%	0.7%	18.5%	-2.5%	3.3%	-10.9%	4.1%	622	-5.1
> CCOc1ccc(CC2(CCc3ccncc3)C(=O)NC(=O)NC2=O)cc1
    ·	2.1%	·	8.9%	-3.1%	6.8%	1.0%	3.8%	712	-51.1
> COc1ccc2[nH]cc(CCN)c2c1
    3.4%	-1.9%	10.0%	3.1%	3.6%	-0.8%	-2.8%	8.9%	749	-8.0
> COc1cc([C@@H]2c3cc4c(cc3[C@@H](OC)[C@H]3COC(=O)[C@H]23)OCO4)cc(OC)c1O
    -7.2%	·	6.0%	-5.8%	-8.8%	-22.0%	·	6.1%	598	-23.9
> O=c1[nH]c(=S)n(C2CC2)c(O)c1C=NCc1ccc(F)cc1
    -8.0%	·	-0.9%	-6.4%	1.9%	-42.8%	·	10.7%	676	-8.2
> CCn1c(O)c(C=NCc2ccccc2)c(=O)[nH]c1=S
    -10.6%	-1.2%	0.2%	2.6%	-9.5%	7.7%	-5.5%	21.1%	681	-6.6
> O=c1[nH]c(O)c(N=Nc2cc([N+](=O)[O-])ccc2O)c(=O)[nH]1
    -12.5%	-0.4%	11.4µM*	7.5%	-3.9%	30.7%	0.5%	1.3%	634	-7.2

Some entries already given, limited to Hep lipid drop cells 6.5 µM:
SMILES | Hep lipid drop cells 6.5 µM
O=c1[nH]c(O)c(N=Nc2cc([N+](=O)[O-])ccc2O)c(=O)[nH]1 | 634
COc1ccc2[nH]cc(CCN)c2c1 | 749

More results.
Second line of a record: M17LAP inhibition	ER stress rescue	P. falciparum M1AAP	Siah-1 displacement	LYP phosphatase	HEK293 NOD2/NF-kB	XIAP antagonists	AID2073	Hep lipid drop cells 6.5 µM	Hep lipid drop
> CCCCn1c(O)c(C(CC)=NCCCn2ccnc2)c(=O)[nH]c1=O
    -1.1%	·	5.7%	14.2%	-9.0%	0.9%	·	-0.6%	528	-31.2
> CCCCn1c(N)c(C(=O)OCCOC)c2nc3ccccc3nc21
    -129.8%	·	17.7%	1.6%	-24.5%	-2.7%	·	35.6%	683	-9.8
> Cc1c2cnn(CC(=O)N3CCC4(CC3)OCCO4)c(=O)c2c(C)n1Cc1ccc(F)cc1
    34.8%	-4.9%	1.5%	0.5%	1.4%	-15.6%	-1.3%	-0.8%	707	-0.9
> O=C(/C=C/c1ccc(F)cc1)NC(=S)N1C[C@H]2C[C@H](C1)c1cccc(=O)n1C2
    ·	·	·	-1.6%	-5.0%	2.0%	·	-14.4%	·	·
> Cc1cc(N2C(=O)C3CCCN3C2c2sccc2C)no1 (stereo not drawn)
    -6.3%	-1.7%	2.0%	0.4%	3.5%	-10.0%	-4.4%	0.0%	·	·
> CN1CCN(c2c(F)cc([N+](=O)[O-])c(N)c2Br)CC1
    1.1%	-0.6%	4.9%	-2.3%	-1.2%	5.5%	-11.8%	6.0%	691	1.3
> CCOc1ccc(-n2c(CC)nc3ccccc3c2=O)cc1
    -3.5%	·	3.8%	5.8%	-8.3%	10.1%	-3.8%	2.2%	709	3.9
> CCC(=NC1CC1)c1c(O)n(-c2ccc(OC)cc2)c(=O)[nH]c1=O
    4.0%	-2.4%	6.7%	-4.3%	-1.6%	9.0%	-5.1%	14.5%	753	-4.4
> O=c1[nH]c(=O)n(-c2cccc3ccccc23)c(O)c1/C=N/N1CCCCC1c1cccnc1 (stereo not drawn)
    -8.4%	1.3%	12.1%	4.6%	-6.9%	1.8%	-6.3%	-13.3%	642	13.4

This is a subset, so the mix of outcomes need not match the whole.
